Source: PubChem BioAssay
All columns: NCI-60 one-dose screen, growth in % after 48 h at 10 µM unless noted; 100 = growth as untreated, 0 = no growth, -100 = all killed.
IGROV1 = IGROV1 ovarian cancer | 4.7% of 79,000 active
OVCAR-4 = OVCAR-4 ovarian cancer cells; AID 1794784; 3.7% of 80,000 active
OVCAR-3 = OVCAR-3 ovarian cancer. 7% of 79,000 active
SK-OV-3 = SK-OV-3 ovarian cancer cells. 3.2% of 80,000 active
OVCAR-5 = OVCAR-5 ovarian cancer | 2.9% of 82,000 active
OVCAR-8 = OVCAR-8 ovarian cancer | 4.4% of 81,000 active | AID 1794782
NCI-H522 = NCI-H522 lung cancer; AID 1794739; 8% of 78,000 active
NCI-H23 = NCI-H23 lung cancer | 4% of 80,000 active | AID 1794731
NCI/ADR-RES = NCI/ADR-RES ovarian cells | AID 1794790 | 4.4% of 81,000 active
Starred values were filed as active, the others as inactive; . = no result given; & = joins results of further samples; [ ] = remark or other dose. The calls were made as follows: active = growth percent below 10; inactive = the rest.

| Molecule | NCI-H23 | OVCAR-4 | NCI/ADR-RES | OVCAR-3 | IGROV1 | OVCAR-5 | NCI-H522 | OVCAR-8 | SK-OV-3 |
| --- | --- | --- | --- | --- | --- | --- | --- | --- | --- |
| COC(=O)Cc1[nH]c(Cl)nc1C(N)=O | 97 | 111 | 102 | 116 | 87 | 104 | 105 | 115 | 113 |
| O=C(O)C1C2CCC(CC2)C1C(=O)O (centres undefined) | 103 | 117 | 109 | 117 | 110 | 112 | 107 | 109 | 120 |
| CNCC[C@H](Oc1cccc2ccccc12)c1cccs1 | 81 | 72 | 83 | 87 | 85 | 117 | 81 | 82 | 109 |
| CCn1cc(C2=C(c3cn(C)c4ncccc34)C(=O)N(O)C2=O)c2cccnc21 | 96 | 97 | 96 | 102 | 85 | 111 | 114 | 104 | 113 |
| Cc1c(C(=O)O[C@H]2[C@@H]3[C@H](C)CC[C@H]3[C@]3(C)O[C@@]2(C2CCCCC2)C[C@H]3OC(=O)CO)ccc2ccccc12 | 35 | 39 | 8.1* | 29 | 63 | 61 | 20 | 29 | 63 |
| O=C(c1ccccc1)C(CN1CCOCC1)c1ccccc1 (centres undefined) | 65 | . | 19 | -11* | 7.5* | 116 | -51* | 14 | 92 |
| CC1(COc2ccc3ncc(C#Cc4cncc(C(=O)Nc5cccc(C(F)(F)F)c5)c4)n3n2)COC1 | 61 | 82 | 80 | . | 62 | 82 | 76 | 81 | 97 |
| COc1ccc2c(c1)NC(=O)CN2c1nc(NC2CC2)nc2ccccc12 | 12 | 40 | 5.4* | -20* | 24 | 44 | -12* | 18 | 24 |
| C/C(=C(/c1ccc(Cl)cc1)c1ccc(OCCCN(C)C)cc1)c1ccccc1 | 90 | 97 | 98 | 94 | 97 | 92 | 107 | 93 | 119 |
| CCOC(=O)c1ccccc1NC(=O)C(C)N1CCOCC1 (centres undefined) | 101 | 112 | 103 | 106 | 105 | 109 | 62 | 103 | 105 |
| Cc1nc(C)c(CSC2N=C(c3ccc([N+](=O)[O-])cc3)c3cnn(-c4ccccc4)c3N2)nc1C (centres undefined) | 88 | 99 | 97 | 106 | 91 | 97 | 85 | 106 | 109 |
| Cc1ccc(-c2c(C#N)c(N)n(-c3cc(C)ccn3)c(=O)c2C#N)cc1 | 95 | 101 | 98 | 98 | 91 | 94 | 92 | 97 | 97 |
| CC1(C)CC(=O)C(/C=N/C(N)=S)=C(O)C1 | 101 | 104 | 105 | 117 | 113 | 109 | 103 | 102 | 102 |
| CCOC(=O)CC(C)C(F)(F)F (centres undefined) | 99 | 121 | 100 | 104 | 101 | 102 | . | 104 | 105 |
| N#CC(C#N)=C(N)c1nnn2c1nc(N)c1ccccc12 | 100 | 95 | 100 | 104 | 96 | 105 | 91 | 103 | 102 |
| O=C1CCCCC1CCc1ccncc1 (centres undefined) | 108 | 107 | 118 | 105 | 108 | 97 | 97 | 103 | 106 |
| COc1ccc(/C=C/C(=O)c2cc(OC)c(OC)c(OC)c2)cc1OCC(=O)Nc1nc2ccc(OC(F)(F)F)cc2s1 | 11 | -7.2* | -14* | -77* | -2.0* | 96 | -36* | 3.7* | -12* |
| CCOC(=O)/C(=C/c1ccc(OC)cc1)P(=O)(OCC)OCC | 88 | 91 | 92 | 93 | 94 | 104 | 105 | 79 | 86 |
| COc1cc(CNC(=O)/C=C/c2ccc3c(c2)OCO3)ccc1OCc1cn(-c2ccc(Cl)c(Cl)c2)nn1 | 62 | 58 | 63 | 94 | 85 | 87 | 71 | 75 | 82 |
| CSc1nnc(-c2cnn3c2NC(c2ccccc2)C3)n1-c1cccc(F)c1 (centres undefined) | 106 | 98 | 100 | 98 | 100 | 95 | 82 | 99 | 99 |
| C/C(=N/O)c1ccc(N2C(=O)c3c(Br)c(Br)c(Br)c(Br)c3C2=O)cc1 | 102 | 104 | 104 | . | 96 | 103 | 95 | 102 | 101 |
| COc1ccc(CSc2nc3ccc(C)cc3c(=O)n2-c2ccc(OC)cc2)cc1 | 113 | 97 | 115 | 114 | 98 | 108 | 104 | 98 | 110 |
| COc1cc(NC(N)=NCCC(C)(C)c2ccc(C(F)(F)F)cc2)ncc1C#N | 6.4* | 19 | 24 | 24 | 24 | 47 | 17 | 24 | 57 |
| Oc1ccc(CCC2CCCC(CCc3ccc(OCCF)cc3)N2)cc1 (centres undefined) | 87 | 83 | 88 | 107 | 96 | 89 | 95 | 93 | 96 |
| CC(C)(C)n1nnnc1C(Nc1cccc2c1OCO2)c1cc2cccc3ccc4cccc1c4c32 (centres undefined) | 87 | 79 | 83 | . | 81 | 92 | 79 | 90 | 95 |

Brought forward from above: 2 entries; new compounds follow.
| Molecule | NCI-H23 | OVCAR-4 | NCI/ADR-RES | OVCAR-3 | IGROV1 | OVCAR-5 | NCI-H522 | OVCAR-8 | SK-OV-3 |
| --- | --- | --- | --- | --- | --- | --- | --- | --- | --- |
| Oc1ccc(CCC2CCCC(CCc3ccc(OCCF)cc3)N2)cc1 (centres undefined) | 87 | 83 | 88 | 107 | 96 | 89 | 95 | 93 | 96 |
| CC(C)(C)n1nnnc1C(Nc1cccc2c1OCO2)c1cc2cccc3ccc4cccc1c4c32 (centres undefined) | 87 | 79 | 83 | . | 81 | 92 | 79 | 90 | 95 |
| CC1(C)CC(N2CCN(CCO)CC2)=CC(=S)N1 | 103 | 101 | 108 | 105 | 98 | 100 | 96 | 110 | 109 |
| C#CCOc1ccc(C2=NN(CC(C)C)C3N=C(Cl)c4ncn(CC(C)C)c4N23)cc1OCC#C (centres undefined) | 84 | 76 | 82 | 95 | 88 | 98 | 76 | 82 | 93 |
| CCOCCOCCN1CNc2nc(N)[nH]c(=O)c2C1 | 104 | 108 | 104 | 112 | 114 | 103 | 126 | 107 | 112 |
| N#CC1=C(N)Oc2cc3ccccc3cc2C1c1ccccc1 (centres undefined) | 98 | 105 | 110 | 112 | 100 | 102 | 93 | 102 | 109 |
| COc1ccc(/C=C/C(=O)c2ccc(OC)c(S(N)(=O)=O)c2)cc1 | 92 | 108 | 96 | 92 | 79 | 91 | 70 | 84 | 105 |
| Cc1nnc(Nc2nc(O)c(C3=c4cc(OC(F)(F)F)ccc4=NC3=O)s2)s1 | 89 | 93 | 103 | 98 | 104 | 99 | 84 | 101 | 97 |
| O=C(Nc1cc(F)cc2cccnc12)c1cnc(N2CCOCC2)cn1 | 59 | 18 | 78 | 9.6* | 26 | 66 | 15 | 79 | 95 |
| CCOC(=O)CCC1=C(C)c2cc3cc(C)c(cc4cc(C)c(cc5nc(cc1n2)C(CCC(=O)OCC)=C5C)[nH]4)[nH]3 | 88 | 92 | 102 | 108 | 109 | 92 | 106 | 107 | 109 |
| COc1cc(CNC(=O)c2cc(OC)c(OC)c(OC)c2)ccc1OCC(=O)NO | 106 | 112 | 100 | 115 | 102 | 105 | 99 | 102 | 107 |
| Cc1[nH]nc(N)c1C#N | 98 | 103 | 100 | 109 | 105 | 97 | 90 | 106 | 103 |
| CC(=O)n1nc(C(=O)OCCC(C)C)c2ccccc21 | 105 | 113 | 104 | 119 | 111 | 111 | 107 | 103 | 104 |
| CC1(C=O)NC(=O)NC1=O (centres undefined) | 105 | 110 | 107 | 115 | 111 | 101 | 77 | 95 | 82 |
| CCCNc1nc2ccccc2c2c(=O)c3ccc(Cl)cc3sc12 | 93 | 90 | 96 | 109 | 113 | 104 | 87 | 98 | 98 |
| Cc1cc(C)cc(C(=O)O)c1 | 88 | 109 | 99 | 100 | 88 | 128 | 93 | 100 | 82 |
| NS(=O)(=O)c1cccc(NCCC(=O)c2ccc3ccccc3c2)c1 | 95 | 101 | 107 | 111 | 108 | 106 | 91 | 101 | 105 |
| CCOC(=O)N1CCN(C(=S)Nc2ccccc2)CC1 | 95 | 108 | 106 | 119 | 112 | 94 | 100 | 99 | . |
| CCCCCC1(C=O)NC(=O)NC1=O (centres undefined) | 99 | 116 | 106 | 108 | 109 | 104 | 69 | 95 | 79 |
| CCCCCCCCCCCCNc1ccc(Cl)cc1 | 95&99 | 91&112 | 102&100 | 103&107 | 93&105 | 103&102 | 63&85 | 90&107 | 89&107 |
| Cc1ncc(C(=O)Nc2ccc(CN3CCN(C)CC3)c(C(F)(F)F)c2)cc1C#Cc1cnc2cccnn12 | -38* | -17* | 8.6* | -0.6* | 5.8* | 14 | -19* | 6.1* | 23 |
| O=C(CSc1nc2ccccc2[nH]1)c1ccccc1 | 92 | 102 | 99 | 112 | 107 | 102 | 103 | 101 | 105 |
| COc1ccc(/C=N/NC(=O)CSc2nc(-c3cnccn3)cc(-c3cccs3)c2C#N)cc1 | 73 | 93 | 66 | 91 | 91 | 103 | 81 | 61 | 76 |
| CCOc1ncc([N+](=O)[O-])c(OCC)n1 | 106 | 113 | 99 | 124 | 107 | 101 | 100 | 105 | 97 |
| Cc1cc(N(CCCNc2ccnc3cc(Cl)ccc23)Cc2ccco2)nc(N2CCOCC2)n1 | 53 | 66 | 67 | 72 | 45 | 79 | 90 | 80 | 79 |
| C=CCS(=O)(=O)CC=C | 91 | . | 105 | 102 | 117 | 107 | 83 | 86 | 107 |
| COc1cc(-c2nc(OC)c(C#N)c(N)c2C#N)cc(OC)c1OC | 104 | 92 | 98 | 111 | 107 | 116 | 96 | 100 | 113 |

11 entries from above, set out differently.
Fields: NCI-H23, OVCAR-4, NCI/ADR-RES, OVCAR-3, IGROV1, OVCAR-5, NCI-H522, OVCAR-8, SK-OV-3
NS(=O)(=O)c1cccc(NCCC(=O)c2ccc3ccccc3c2)c1
→ 95, 101, 107, 111, 108, 106, 91, 101, 105
CCOC(=O)N1CCN(C(=S)Nc2ccccc2)CC1
→ 95, 108, 106, 119, 112, 94, 100, 99, .
CCCCCC1(C=O)NC(=O)NC1=O (centres undefined)
→ 99, 116, 106, 108, 109, 104, 69, 95, 79
CCCCCCCCCCCCNc1ccc(Cl)cc1
→ 95&99, 91&112, 102&100, 103&107, 93&105, 103&102, 63&85, 90&107, 89&107
Cc1ncc(C(=O)Nc2ccc(CN3CCN(C)CC3)c(C(F)(F)F)c2)cc1C#Cc1cnc2cccnn12
→ -38*, -17*, 8.6*, -0.6*, 5.8*, 14, -19*, 6.1*, 23
O=C(CSc1nc2ccccc2[nH]1)c1ccccc1
→ 92, 102, 99, 112, 107, 102, 103, 101, 105
COc1ccc(/C=N/NC(=O)CSc2nc(-c3cnccn3)cc(-c3cccs3)c2C#N)cc1
→ 73, 93, 66, 91, 91, 103, 81, 61, 76
CCOc1ncc([N+](=O)[O-])c(OCC)n1
→ 106, 113, 99, 124, 107, 101, 100, 105, 97
Cc1cc(N(CCCNc2ccnc3cc(Cl)ccc23)Cc2ccco2)nc(N2CCOCC2)n1
→ 53, 66, 67, 72, 45, 79, 90, 80, 79
C=CCS(=O)(=O)CC=C
→ 91, ., 105, 102, 117, 107, 83, 86, 107
COc1cc(-c2nc(OC)c(C#N)c(N)c2C#N)cc(OC)c1OC
→ 104, 92, 98, 111, 107, 116, 96, 100, 113

(more compounds)
| Molecule | NCI-H23 | OVCAR-4 | NCI/ADR-RES | OVCAR-3 | IGROV1 | OVCAR-5 | NCI-H522 | OVCAR-8 | SK-OV-3 |
| --- | --- | --- | --- | --- | --- | --- | --- | --- | --- |
| C/C(=N/N=C(/C)c1ccccc1)c1ccccc1 | 83 | 100 | 96 | 124 | 107 | 92 | 80 | 87 | 94 |
| CCC(=O)Nc1cc2c(cc1Cl)-c1ccccc1C2 | 89 | 101 | 90 | 106 | 86 | 85 | . | 98 | 107 |
| C[Si](C)(CI)O[Si](C)(C)CI | 101 | 106 | 106 | 107 | 93 | 107 | 93 | 100 | 97 |
| COc1nnc2c3ccccc3n(Cc3ccccc3)c2n1 | . | 106 | 108 | 105 | 108 | 93 | 94 | 100 | 105 |
| CC(=O)n1cc([C@H]2CC[C@H](c3cn(C(C)=O)c4ccccc34)c3c2[nH]c2ccccc32)c2ccccc21 | 76 | 78 | 81 | 76 | 58 | 102 | 65 | 89 | 80 |
| COc1cc(-c2c3c(cn2CCN2CCCC2)-c2oncc2CC3)cc(OC)c1OC | 108 | 108 | 100 | 110 | 100 | 92 | 95 | 108 | 112 |
| CC[C@H](CC[C@@H](C)[C@H]1CC[C@H]2[C@@H]3CC=C4C[C@@H](OCCC#N)CC[C@]4(C)[C@H]3CC[C@]12C)C(C)C | 99 | 103 | 105 | 103 | 113 | 100 | 90 | 100 | 96 |
| CCOC(=O)c1cc(C(=O)c2cc(OC)cc(OC)c2)n2nc(-c3ccc(Cl)cc3)ccc12 | 92 | 95 | 92 | 108 | 95 | 107 | 79 | 83 | 101 |
| CC(=O)c1ccc2oc(=O)n(Cc3ccc(C#N)cc3)c(=O)c2c1 | 103 | 96 | 110 | 117 | 108 | 103 | 100 | 103 | 119 |
| C#Cc1cccc(NC(=O)C2CCCN(C(=O)C=C)C2)c1 (centres undefined) | 97[8.25 µM] | 95[8.25 µM] | 100[8.25 µM] | 108[8.25 µM] | 85[8.25 µM] | 105[8.25 µM] | 89[8.25 µM] | 99[8.25 µM] | 101[8.25 µM] |
